# Source: PubChem (Sanford-Burnham Center for Chemical Genomics)
# PfG6PD inh = PfG6PD (Plasmodium falciparum) enzyme inhibition; PfGluPho enzyme, NADPH resazurin-diaphorase fluorescence; inhibition, % at 20 µM; AID 504690; 0.78% of 350,000 active;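 active = inhibition reaching at least a set limit at 20 µM in the primary screen, cut at about 59% in these data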;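 also: 0% = DMSO wells with substrate and 100% = DMSO wells lacking glucose-6-phosphate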
# ATG4B inhibitor = inhibitors of human ATG4B cysteine protease; ATG4B cleavage of LC3-PLA2, NBD-HPC fluorescence, 1 h; inhibition, % at 8.33 µM; 0.51% of 340,000 active; in the data active = inhibition above about 40%
# GRIN3A LBD mod = modulators (binders) of human NR3A ligand-binding domain; Tm shift relative to glycine control, % at 25 µM; NR3A LBD differential scanning fluorimetry, Tm shift; 0% = protein alone, 100% = glycine-bound protein; 2.5% of 340,000 active;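 active = melting temperature shift of at least 10% of the positive control shift, at one fixed dose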
# SENP6 block = blocks the human protease SENP6. Q9GZR1. Recombinant SENP6 catalytic domain, aminoluciferin luminescence. inhibition, % at 10 µM. 1.8% of 330,000 active. AID 2599;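 active = inhibition above about 50% at the single tested dose, limit read from the data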;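 also: plate controls were DMSO wells with enzyme for no effect and DMSO wells lacking enzyme for full effect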
# Target sequence (Q9GZR1 628-1112 limits assumed): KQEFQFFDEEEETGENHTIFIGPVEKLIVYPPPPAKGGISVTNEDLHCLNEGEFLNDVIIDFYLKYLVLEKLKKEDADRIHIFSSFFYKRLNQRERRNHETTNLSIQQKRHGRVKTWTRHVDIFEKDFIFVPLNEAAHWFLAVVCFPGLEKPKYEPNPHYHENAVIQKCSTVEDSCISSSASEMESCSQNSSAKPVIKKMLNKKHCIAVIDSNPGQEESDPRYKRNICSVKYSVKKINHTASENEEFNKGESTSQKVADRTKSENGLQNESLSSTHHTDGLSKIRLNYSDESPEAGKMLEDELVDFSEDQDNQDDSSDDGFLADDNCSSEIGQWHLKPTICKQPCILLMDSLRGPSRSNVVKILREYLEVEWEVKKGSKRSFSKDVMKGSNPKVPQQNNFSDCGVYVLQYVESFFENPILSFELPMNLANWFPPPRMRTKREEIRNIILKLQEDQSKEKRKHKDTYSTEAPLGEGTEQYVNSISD
# SENP1 inh = SENP1 (human) catalytic domain inhibition; recombinant SENP1 catalytic domain, CyPet-SUMO1-YPet FRET cleavage; AID 624204; inhibition, % at 10 µM; 0.21% of 360,000 active; Q9P0U3;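 active = inhibition at least 30% at 10 µM, raw YFP signal under a set limit, fluorescence ratio 0.5 to 1.5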;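 also: 0% = enzyme with DMSO and 100% = no enzyme wells; some results filed as inactive read as strong as hits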
# Target sequence (Q9P0U3 419-644 limits assumed): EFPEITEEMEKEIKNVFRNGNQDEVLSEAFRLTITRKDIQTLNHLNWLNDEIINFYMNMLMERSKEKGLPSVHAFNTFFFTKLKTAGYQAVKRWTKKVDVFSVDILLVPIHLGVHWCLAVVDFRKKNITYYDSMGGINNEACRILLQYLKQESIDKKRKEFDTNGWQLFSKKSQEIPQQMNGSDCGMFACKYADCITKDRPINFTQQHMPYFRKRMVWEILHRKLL
#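 Test system: hSENP1 catalytic domain, recombinant; Amount: 20 pM final SENP1 enzyme; Medium: Tris pH 8 buffer plus EDTA, NaCl, BME, BSA, NP40, catalase; Schedule: 50 min enzyme reaction, room temperature, light-protected; Technique: FRET fluorescence in CFP and YFP emission channels; Controls: no-enzyme wells low, DMSO-plus-enzyme wells high control.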
# hIAP activ = increases human intestinal alkaline phosphatase activity; activation factor at 10 µM; 0.16% of 330,000 active; P09923; purified human IAP, CDP-Star luminescence, 30 min; stronger effect = higher value; 1 = vehicle-only enzyme, 0 = enzyme-free background; AID 2524;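 active = activation factor of the enzyme at least 2-fold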; also: the source names both 10 and 20 µM as test concentration; values of inactives mirror those of a sister screen read the other way
# MPTP inh = inhibitors of mitochondrial permeability transition pore | isolated mouse mitochondria, Ca2+ swelling absorbance, 30 min | inhibition, % at 10 µM | 1.4% of 360,000 active | AID 602449;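 active = inhibition of 50% or more, scaled per plate between neutral and stimulator controls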;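 also: 0% = DMSO wells given calcium and 100% = 1 mM EGTA wells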
# SENP8 block = SENP8 (human) protease inhibition; recombinant SENP8, Nedd8 substrate fluorescence; inhibition, % at 20 µM; 0.64% of 360,000 active; in the data active = inhibition mostly above about 40%, no sharp cut-off; inactive = mostly below about 27%
# Target sequence (Q96LD8 whole entry, looked up): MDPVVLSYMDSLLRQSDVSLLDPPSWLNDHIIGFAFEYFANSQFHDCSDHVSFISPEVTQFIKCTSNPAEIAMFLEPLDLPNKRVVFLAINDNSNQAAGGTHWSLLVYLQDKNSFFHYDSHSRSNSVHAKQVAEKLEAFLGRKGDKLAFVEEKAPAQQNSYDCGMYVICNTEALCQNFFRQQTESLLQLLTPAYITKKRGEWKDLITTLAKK
# Starred values were filed as active, the others as inactive; i = inactive; · = no result given. Random draw from the library; overall some 6.7% were active at least once.
SMILES,PfG6PD inh,ATG4B inhibitor,GRIN3A LBD mod,SENP6 block,SENP1 inh,hIAP activ,MPTP inh,SENP8 block
CN(CC(=O)Nc1ncn[nH]1)S(=O)(=O)c1ccc(Br)cc1,-3,-1,-3,-5,1,1,-0.7,10
CC1CCN(C(=O)COC(=O)CNC(=O)C23CC4CC(CC(C4)C2)C3)CC1,-9,-2,1,-10,1,0.95,-0.8,17
COc1cccc(OC)c1C(=O)N1CCN(Cc2ccccc2C)CC1,2,-10,1,10,0,1.2,-3.7,3
CCOc1cc(/C=N/NS(=O)(=O)c2ccc(OC)cc2)ccc1OCCN1CCOCC1,-24,0,-2,-7,1,0.9,2.6,15
O=C(N/N=C1/C(=O)c2cccc3cccc1c23)c1ccc(Cl)cc1,26,3,0,-35,0,1.1,57*,48*
Cc1nc(-c2ccc(F)cc2)c(CC(=O)N2CCN(S(=O)(=O)c3ccc(F)cc3)CC2)s1,-3,8,-1,-3,0,1,2.2,14
COc1cccc(N2CCN(C(=O)c3cc4cc(Cl)ccc4[nH]3)CC2)c1,12,-18,-1,-14,-1,0.91,12,-23
Cc1cc(NC(=O)CC#N)n(-c2nc3ccccc3[nH]2)n1,-2,-1,-1,-4,-26,1.8,0.2,17
Cc1onc(-c2c(F)cccc2Cl)c1C(=O)N1C=CC(C(F)(F)F)=NCC1,-8,-2,3,-25,-6,0.99,1.7,18
COc1cc(NC(=O)Cn2nc(Cc3cccnc3)c3ccccc3c2=O)cc(OC)c1OC,3,-4,-4,-8,2,0.84,-0.4,-3

# Ordered by count of non-hydrogen atoms (descending): part of the list above.
SMILES,PfG6PD inh,ATG4B inhibitor,GRIN3A LBD mod,SENP6 block,SENP1 inh,hIAP activ,MPTP inh,SENP8 block
CCOc1cc(/C=N/NS(=O)(=O)c2ccc(OC)cc2)ccc1OCCN1CCOCC1,-24,0,-2,-7,1,0.9,2.6,15
Cc1onc(-c2c(F)cccc2Cl)c1C(=O)N1C=CC(C(F)(F)F)=NCC1,-8,-2,3,-25,-6,0.99,1.7,18
CN(CC(=O)Nc1ncn[nH]1)S(=O)(=O)c1ccc(Br)cc1,-3,-1,-3,-5,1,1,-0.7,10

# Carrying on:
SMILES,PfG6PD inh,ATG4B inhibitor,GRIN3A LBD mod,SENP6 block,SENP1 inh,hIAP activ,MPTP inh,SENP8 block
Cc1nc(-c2ccccn2)nc(N2CCOCC2)c1Cl,6,-1,-1,1,3,1.1,0.1,-6
O=C(Nc1ccc2snnc2c1)N1CCN(c2ccccc2)CC1,6,-6,-16,-2,6,0.91,10,6
CC(=O)Nc1ccc(C(=O)N/N=C/c2ccccc2OCc2ccccc2)cc1,-1,-5,-3,-14,-2,0.95,-0.3,-25
COc1ccc(C(=O)NC2CC(C)(C)Cc3occc32)cc1 (configuration not stated),3,0,-10,-7,2,1.1,1.4,-2
Cn1/c(=N/NC(=O)c2ccccc2Br)sc2ccccc21,58,-9,0,24,0,0.87,0.0,10
CCOC(=O)C1(Cc2cccc(Cl)c2)CCCN(C(=O)c2cc(C)[nH]n2)C1 (configuration not stated),2,6,-5,-9,3,1.5,0.3,-3
Nc1nnnn1/N=C/c1ccccc1,1,-10,-1,15,3,0.97,-0.4,11
Cc1nc2cc(NC(=O)N3c4ccccc4CC3C)ccc2o1 (configuration not stated),20,-13,0,-9,-3,1.1,2.1,1
CCN(CC(=O)Nc1ccc2c(c1)OCCO2)C(=O)c1cccc(S(=O)(=O)N2CCOCC2)c1,-6,-9,2,7,0,0.9,-1.2,10
O=C(Nc1cc(N2CCCCC2)ncn1)c1ccc(F)cc1,1,-9,0,-6,0,1.1,-0.6,5
CCOC(=O)c1c(O)c2ccccc2n(CC)c1=O,1,0,0,-5,0,1.2,-3.5,17
CCN(CC(=O)NCc1cccs1)CC(=O)Nc1c(Cl)ccc(C)c1Cl,-3,-4,-3,4,1,1.3,-2.7,9
C[C@H](NC(=O)c1ccco1)C(=O)Nc1ccc2c(c1)OCO2,3,-5,-1,-24,0,0.96,0.3,5
O=C(NNC(=O)c1cccs1)c1ccc(Cl)c(S(=O)(=O)N2CCCC2)c1,-32,-5,-1,-13,-2,1.5,0.0,3
COc1ccc2c3n([n+]([O-])c2c1)CCN=C3c1ccc(Cl)cc1,8,-10,-1,13,-2,1.2,0.2,1
O=C(CSc1nc2ncc(Br)cc2[nH]1)Nc1ccccc1-c1ccccc1,-14,11,2,-12,0,1,14,4
CCN(CC(=O)Nc1cc(S(=O)(=O)N2CCOCC2)ccc1Cl)Cc1ccccc1,23,-10,0,3,0,0.93,1.8,18
COc1ccc(S(=O)(=O)N(C)CC(=O)NCc2cccnc2)cc1C,-8,-3,-3,-20,1,1,0.4,6
O=C(C1CCCN(S(=O)(=O)c2cccc3nsnc23)C1)N1CCc2ccccc2C1 (configuration not stated),4,-8,0,-10,0,1.5,-0.8,16
COc1ccc(N2CCN(CC(O)COCCOc3ccc(Br)cc3)CC2)cc1 (configuration not stated),-4,4,-1,-3,1,1.1,-0.7,14
O=C(NCc1cccnc1)c1cc(-c2ccccc2)on1,-1,5,11*,-9,3,1.2,-0.2,13
N#CCN1CCC(c2cc(-c3ccco3)n[nH]2)CC1,-7,-4,1,35,·,0.88,·,·
CCCc1cc(=O)oc2cc(OCC(=O)NCCCN3CCOCC3)c(Cl)cc12,-6,-14,2,-4,-1,1.1,-0.9,-132
COC(=O)c1sccc1NC(=O)c1c(C)cc(=O)oc1C,5,6,1,-23,-1,1,-1.5,15
CCOC(=O)C1=C(c2ccccc2)Nc2ncnn2C1c1ccc(C(=O)O)cc1 (configuration not stated),-6,-3,-3,-1,0,0.98,2.7,30
CCOc1ccc(NC(=O)N2CCC(NC(=O)c3ccco3)CC2)cc1,5,-6,0,-10,-1,0.97,0.3,16
COc1ccc2c(C)cc3n[nH]c(=S)n3c2c1,54,5,0,-31,-10,1,0.7,i
Cc1cccc(NC(=O)CSc2ncnc3sc(C)c(C)c23)n1,37,3,-2,-20,5,1.2,-0.2,-9
CCC1Oc2ccc(C)cc2N(CC(=O)NCCc2ccc(OC)c(OC)c2)C1=O (configuration not stated),-25,-5,0,6,2,1,-1.4,16
C=CCNC(=O)COc1ccc(Oc2ccccc2)cc1,7,-3,-1,5,1,1.1,0.5,10
COc1ccc([N+](=O)[O-])c(OC)c1C(=O)NC(=O)Nc1nc(C)nc(C)n1,-13,-13,-1,0,1,0.9,0.2,11
COc1cc(NC(C)CCc2ccccc2)cc(OC)c1OC (configuration not stated),77*,2,0,7,0,1.3,0.1,-79
O=C(COC(=O)/C=C/c1ccc(C(F)(F)F)cc1)NCC1CCCO1 (configuration not stated),2,-3,-1,-5,1,1,0.1,10
O=C(O)c1cc(-c2ccccc2)nc(-c2ccccc2)c1,-7,5,1,4,-49,1,0.1,-27
O=C(C1CCN(S(=O)(=O)c2cccc3nonc23)CC1)N1CCCCC1,-9,-1,-2,-11,4,0.93,-2.0,5
NS(=O)(=O)c1ccc(CCNC(=O)COC(=O)/C=C/c2ccc(Cl)cc2)cc1,22,-14,-2,-8,1,1.1,1.5,0
CCN(C(=O)COC(=O)c1cc(-c2ccccc2)nc2c1c(C)nn2-c1ccccc1)C1CCS(=O)(=O)C1 (configuration not stated),11,-14,3,-13,-26,1,-0.4,-331
O=C(NCC(c1ccco1)N1CCN(c2ccccc2F)CC1)c1ccc2c(c1)OCO2 (configuration not stated),-1,-5,-2,-9,0,0.96,-3.3,7
Cc1ccc(S(=O)(=O)N2CCN(c3ccc([N+](=O)[O-])cn3)CC2)cc1,13,-3,-1,2,-24,1,2.8,-36
FC(F)(F)c1cccc(-n2cccc2/C=N/n2cnnc2)c1,3,1,2,-3,1,0.89,-1.6,15

# Full records as entered above. Order of values: PfG6PD inh | ATG4B inhibitor | GRIN3A LBD mod | SENP6 block | SENP1 inh | hIAP activ | MPTP inh | SENP8 block
# Results for CCOc1cc(/C=N/NS(=O)(=O)c2ccc(OC)cc2)ccc1OCCN1CCOCC1 → -24 | 0 | -2 | -7 | 1 | 0.9 | 2.6 | 15
# Results for COc1cc(NC(=O)Cn2nc(Cc3cccnc3)c3ccccc3c2=O)cc(OC)c1OC → 3 | -4 | -4 | -8 | 2 | 0.84 | -0.4 | -3
# Results for NS(=O)(=O)c1ccc(CCNC(=O)COC(=O)/C=C/c2ccc(Cl)cc2)cc1 → 22 | -14 | -2 | -8 | 1 | 1.1 | 1.5 | 0

# 2 compounds from above, showing only SENP8 block and SENP1 inh:
Molecule,SENP8 block,SENP1 inh
COc1cc(NC(C)CCc2ccccc2)cc(OC)c1OC (configuration not stated),-79,0
O=C(COC(=O)/C=C/c1ccc(C(F)(F)F)cc1)NCC1CCCO1 (configuration not stated),10,1

# Further records:
SMILES,PfG6PD inh,ATG4B inhibitor,GRIN3A LBD mod,SENP6 block,SENP1 inh,hIAP activ,MPTP inh,SENP8 block
COCCNC(C)C(=O)C12CC3CC(CC(C3)C1)C2 (configuration not stated),-17,3,0,-16,0,1.2,1.5,23
COc1ccc(CNC(=O)CN2C(=O)C3CCCN3c3ncc(Cl)cc32)cc1 (configuration not stated),-6,3,-3,-4,-46,0.82,-0.2,-115
COc1cccc(-n2c(SCc3c(C)noc3C)nnc2-c2cccc(S(=O)(=O)N(C)C)c2)c1,20,-16,2,-17,-1,0.98,-2.7,14
Cc1ccc2c(c1)C(=O)CCN2,-8,-7,-1,-6,30,0.97,-1.7,-48
CC(C)NC(=O)CSc1nc2ccccc2n1CC(=O)N(C(C)C)C(C)C,-6,11,-1,·,-7,·,0.0,6
Cc1c(-n2c(SCC(=O)NC(C)C)nc3ccccc3c2=O)c(=O)n(-c2ccccc2)n1C,-21,-10,1,17,0,0.97,-3.0,3
COc1ccc(S(=O)(=O)N(C)C)cc1NC(=O)COC(=O)C1CC1,-24,-4,1,-11,3,1,0.2,10
c1ccc2nc3c(nc2c1)OCC1CCCCN31 (configuration not stated),-6,-3,0,-12,-2,1,0.4,-315
Cc1cccc(OCc2nc3ccccc3n2C)c1,13,-3,-3,45,-3,0.85,-0.4,23
CN(C)CC(O)CN1C(=O)NC(C)(C)C1=O (configuration not stated),-8,-6,0,-10,-1,1.1,0.8,4

# Overlap with the part before: 5 compounds, followed by the next part.
SMILES,PfG6PD inh,ATG4B inhibitor,GRIN3A LBD mod,SENP6 block,SENP1 inh,hIAP activ,MPTP inh,SENP8 block
Cc1c(-n2c(SCC(=O)NC(C)C)nc3ccccc3c2=O)c(=O)n(-c2ccccc2)n1C,-21,-10,1,17,0,0.97,-3.0,3
COc1ccc(S(=O)(=O)N(C)C)cc1NC(=O)COC(=O)C1CC1,-24,-4,1,-11,3,1,0.2,10
c1ccc2nc3c(nc2c1)OCC1CCCCN31 (configuration not stated),-6,-3,0,-12,-2,1,0.4,-315
Cc1cccc(OCc2nc3ccccc3n2C)c1,13,-3,-3,45,-3,0.85,-0.4,23
CN(C)CC(O)CN1C(=O)NC(C)(C)C1=O (configuration not stated),-8,-6,0,-10,-1,1.1,0.8,4
C=CS(=O)c1sc(Cl)c(N2CCOCC2)c1[N+](=O)[O-] (configuration not stated),46,-7,-2,4,·,0.73,·,·
O=C(CCC(=O)N1CCCC1)Nc1ccc([N+](=O)[O-])cc1,21,2,0,-2,0,1,-1.4,26
Fc1ccc(N2CCN(C3CCC(c4ccccc4)CC3)CC2)cc1 (configuration not stated),13,0,5,20,1,1.3,1.3,6
O=C(CCCN1C(=O)/C(=C/c2ccccc2Cl)SC1=S)N1CCCC1,-16,34,4,74*,3,1.2,-3.3,22
CCOC(=O)c1cccc(NC(=O)CSc2nncn2-c2ccccn2)c1,-11,-2,0,-37,1,1,0.0,2
Fc1cc2[nH]c(=S)[nH]c2cc1Cl,37,4,32*,-8,0,0.87,3.8,16
